12-LOX inh – blocks human arachidonate 12S-lipoxygenase; purified 12hLO, xylenol orange hydroperoxide absorbance; 580,000 tested, 1.1% active; AID 1671190; Potency, µM (series often up to 108 µM), for inactives: at the top dose activity change, negative = inhibition, most hits filed as inhibitors; P18054; further: potency means the concentration at half of the fitted maximal effect; on the % scale 0 is the no-effect control and ±100 the full control effect
Target sequence (P18054 whole entry, looked up): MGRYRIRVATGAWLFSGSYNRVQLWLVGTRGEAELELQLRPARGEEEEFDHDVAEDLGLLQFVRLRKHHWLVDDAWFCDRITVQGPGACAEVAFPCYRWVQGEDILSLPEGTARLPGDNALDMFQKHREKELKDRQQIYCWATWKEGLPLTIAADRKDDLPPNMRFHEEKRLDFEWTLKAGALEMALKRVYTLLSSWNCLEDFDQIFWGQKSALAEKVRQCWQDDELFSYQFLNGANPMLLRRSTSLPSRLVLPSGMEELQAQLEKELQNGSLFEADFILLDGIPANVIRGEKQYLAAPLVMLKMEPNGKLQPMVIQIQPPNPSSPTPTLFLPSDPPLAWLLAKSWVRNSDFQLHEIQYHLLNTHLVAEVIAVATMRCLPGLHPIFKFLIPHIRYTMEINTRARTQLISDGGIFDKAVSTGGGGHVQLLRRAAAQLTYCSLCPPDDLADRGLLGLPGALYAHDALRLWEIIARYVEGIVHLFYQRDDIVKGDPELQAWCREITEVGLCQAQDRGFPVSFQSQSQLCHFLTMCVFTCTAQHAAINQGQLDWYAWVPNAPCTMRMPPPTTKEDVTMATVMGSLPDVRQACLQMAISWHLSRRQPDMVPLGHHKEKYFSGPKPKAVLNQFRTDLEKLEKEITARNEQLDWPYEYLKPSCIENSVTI
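Purified human 12hLO (150 nM final) in 25 mM Hepes, 0.01% Triton X-100, pH 7.0 was preincubated 15 min at room temperature with compound. Then 40 uM arachidonic acid was added, 30 min. Hydroperoxide was read by Fe-XO absorbance ratio 573/405 nm.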
ERG-DNA inh – inhibitors of human ERG Ets domain-DNA interaction. P11308. fluorescence polarization, His-ERG Ets domain / labelled DNA. Potency, µM (doses to about 76.9 µM), for inactives: at the highest dose FP activity, negative = inhibition, usual class: inhibitors. 370,000 tested, 0.028% active; active means well fitted inhibition curve with a large enough effect in the polarisation, with a control signal flat; inconclusive means small, poorly fitted or top-dose-only effect, or effect the other way, or a change in a side signal; inactive means no such curve, though single readings can be large or run the other way; the % refers to the polarisation;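 further: polarization taken with two DNA probes labelled with fluorescein and Texas red; potency means the concentration at half of the fitted maximal effect; % of control where 0% means no effect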
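His-tagged ERG Ets domain (1 uM in the protein solution; 300mM KCl, 50mM Tris-HCl, 1mM EDTA, 1mM DTT, pH 7.5) received compound, then a probe mix of 5 nM fluorescein-DNA and 100nM Texas-615-DNA. Fluorescence polarization was read for both dyes.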
BAZ2B inh – inhibitors of human BAZ2B bromodomain. AlphaScreen BAZ2B-H3K14Ac peptide displacement. Potency, µM (highest dose often 114 µM), for the others: top-dose activity change, negative = inhibition, usual class: inhibitors. 360,000 tested, 4.4% active. AID 504333; further: potency means the concentration at half of the fitted maximal effect; on the % scale 0 is the no-effect control and ±100 the full control effect; nearly all actives have a fitted effect of over 60% in size
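AlphaScreen displacement of biotin-H3(5-23)K14Ac peptide (50 nM final) from BAZ2B (50 nM final) in PBS pH 7.4, 0.01% Tween-20; complex preformed 30 min RT, then compounds (top 110 uM) 30 min RT, beads 20 min dark.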
HP1b binding inh – inhibitors of HP1-beta chromodomain binding to methylated histone tails. AlphaScreen HP1-beta / biotin-H3K9me3 peptide binding. P83916. 390,000 tested, 0.56% active. Potency, µM (top dose mostly 114 µM), for the others: at the top dose activity change, negative = inhibition, most hits filed as inhibitors; further: potency means the concentration at half of the fitted maximal effect; nearly all actives have a fitted effect of over 70% in size; inactives centre near 23
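HP1-beta protein (50 nM final) preincubated 30 min at room temperature with biotinylated H3(1-18)K9me3 peptide (50 nM) in PBS pH 7.4, 0.01% Tween-20, then compound added for 30 min. AlphaScreen streptavidin donor/nickel chelate acceptor beads (10 ug/mL final), 30 min dark, luminescence read.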
PI4K2A inh – PI4K2A (human) kinase inhibition | Q9BTU6 | purified PI4K2A, ADP-Glo luminescence, 1 h; stronger effect = lower value | activity change, negative = inhibition, % at 76.9 µM | 420,000 tested, 0.13% active; in the data active means activity change below about -50%; inconclusive means mostly about -30% to -49%;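 further: -100% = wells without enzyme as full effect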
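PI4K2A activity was measured by ADP-Glo luminescence: enzyme (4 ug/mL stock) and phosphatidylinositol (1.2 mM stock) in Tris pH 7.5/MgCl2/EGTA/Triton X-100 buffer were reacted with ATP (300 microM stock) for one hour at ambient temperature.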
JMJD2A Tudor inh – inhibitors of human JMJD2A Tudor domain | AlphaScreen JMJD2A-Tudor / H3K4me3 peptide binding | O75164 | Potency, µM (top dose mostly 114 µM), without a hit: at the highest dose activity change, negative = inhibition, usual class: inhibitors | 390,000 tested, 4.4% active; further: potency means the concentration at half of the fitted maximal effect; on the % scale 0 is the no-effect control and ±100 the full control effect; nearly all actives have a fitted effect of over 50% in size
GLS inh – glutaminase GLS (human) inhibition | 410,000 tested, 0.21% active | Potency, µM (doses to about 45.5 µM), without a hit: top-dose activity change, negative = inhibition, actives largely listed as inhibitors | AID 624170 | GLS enzymatic activity, qHTS titration; further: potency means the concentration at half of the fitted maximal effect; on the % scale 0 is the no-effect control and ±100 the full control effect
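Read-out is an Amplex red fluorescence increase coupled through glutamate oxidase and HRP, measured before and after 30 min room-temperature incubation. hKGA is in 45 mM KH2PO4 (pH 8.2) with 0.02% Tween-20; glutamine added as 1mM solution.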
G9a block – blocks human histone lysine methyltransferase G9a; G9a H3K9 monomethylation, AlphaScreen, 2 h; Potency, µM (titrated, usually from 102 µM), inactives show at the top dose activity, negative = inhibition, usual class: inhibitors; 350,000 tested, 8.8% active; further: potency means the concentration at half of the fitted maximal effect; on the % scale 0 is the no-effect control and ±100 the full control effect; nearly all actives have a fitted effect of over 75% in size
Target sequence (Q96KQ7 913-1193 limits assumed): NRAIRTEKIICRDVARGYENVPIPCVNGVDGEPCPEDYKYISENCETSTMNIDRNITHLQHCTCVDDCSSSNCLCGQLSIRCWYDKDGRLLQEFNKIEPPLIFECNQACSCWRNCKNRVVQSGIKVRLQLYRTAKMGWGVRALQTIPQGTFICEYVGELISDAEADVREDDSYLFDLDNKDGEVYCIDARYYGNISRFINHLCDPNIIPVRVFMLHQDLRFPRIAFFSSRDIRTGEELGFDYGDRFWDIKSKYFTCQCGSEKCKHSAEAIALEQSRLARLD
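AlphaScreen detection with an anti-monomethyl H3K9 antibody quantified product after a 2 h room-temperature reaction containing 500 nM biotinylated H3K9 peptide, 20 µM SAM and 20 nM enzyme, which had been preincubated 15 min with compound.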
RGS4 inh – inhibitors of human regulator of G protein signaling 4 | P49798 | Transcreener GDP fluorescence polarization, RGS4-accelerated GTP hydrolysis | Potency, µM (series often up to 114 µM), inactives show top-dose activity change, negative = inhibition, usual class: inhibitors | 390,000 tested, 0.039% active | AID 504845; further: potency means the concentration at half of the fitted maximal effect; on the % scale 0 is the no-effect control and ±100 the full control effect; nearly all actives have a fitted effect of over 75% in size; some results filed as inactive show a strong effect at the top dose
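MLSMR compounds (23 nl, pin-transferred) preincubated 10 min at room temperature with a 500nM (2x) first reagent, then RGS4 at 900nM (2x) plus Transcreener GDP mix added; fluorescence polarization (620/688 nm) read before and after 90 min at 30 °C.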
Numbers without * were called inactive; & = joins results of further samples; [ ] = another dose, or the depositor's remark. Unless noted, the call rests on the fitted dose curve; in most records, active means well fitted curve in the direction sought with a large enough effect; inconclusive means small, poorly fitted or top-dose-only effect, or another doubt; inactive means no such curve, though single readings can be large; an effect the other way counts as inactive or inconclusive.

Cc1oc2c(c1C(=O)NCCCC(=O)O)CCCC2 was read as 12-LOX inh 2%, BAZ2B inh inconclusive, HP1b binding inh 17%, PI4K2A inh -1, JMJD2A Tudor inh -18%, GLS inh 3%, G9a block -1% and RGS4 inh -4%.
Cn1ncc(Br)c1C(=O)NC1CCCCC1 was read as 12-LOX inh inconclusive, ERG-DNA inh 10%, BAZ2B inh -2%, HP1b binding inh 26%, PI4K2A inh 1, JMJD2A Tudor inh -11%, GLS inh -4%, G9a block 5% and RGS4 inh -3%.
For Cc1cc(Cl)cc(C)c1OCCNCc1ccccc1 the results were 12-LOX inh inconclusive, ERG-DNA inh -7%, BAZ2B inh 71µM*, HP1b binding inh inconclusive, PI4K2A inh 1, JMJD2A Tudor inh 0.79µM*, GLS inh -6%, G9a block 7.9µM* and RGS4 inh -10%.
CCn1c(=O)c2cc(C(=O)Nc3cccc(C(F)(F)F)c3)sc2c2ccccc21 was read as 12-LOX inh -11%, ERG-DNA inh 4%, BAZ2B inh -9%, HP1b binding inh 32%, PI4K2A inh 3, JMJD2A Tudor inh 2%, GLS inh 3%, G9a block -3%[59 µM] and RGS4 inh 2%.
`COc1ccc(NC(=O)Cn2ccn(Cc3ccccc3)c(=O)c2=O)cc1Cl` gave 12-LOX inh -28%, ERG-DNA inh -2%, BAZ2B inh inconclusive, HP1b binding inh 15%, PI4K2A inh -8, JMJD2A Tudor inh -34%, GLS inh 3%, G9a block -3%[59 µM] and RGS4 inh -17%.
CCOC(=O)N1CCN(C(=O)COC(=O)c2cc(C)ccc2C)CC1 was read as 12-LOX inh -13%, ERG-DNA inh 7%, HP1b binding inh 13%[57 µM], PI4K2A inh -1, JMJD2A Tudor inh -4%, GLS inh 3% and RGS4 inh 1%.
For CC(=O)c1cc2c(cc1NS(=O)(=O)c1ccc3c(c1)OCCO3)OCO2 the results were 12-LOX inh -3%, BAZ2B inh -34%, HP1b binding inh 0%, PI4K2A inh 0, JMJD2A Tudor inh -6%, GLS inh 21%, G9a block inconclusive and RGS4 inh 7%.
NC(=O)c1c(NC(=O)C(=O)NCCCN2CCOCC2)sc2c1CCCC2 was read as 12-LOX inh 7%, ERG-DNA inh -12%, BAZ2B inh -15%, HP1b binding inh 38%, PI4K2A inh 2, JMJD2A Tudor inh -11%, GLS inh 6%, G9a block inconclusive and RGS4 inh -12%.
Screening Cc1ccccc1-c1ccc(=O)n(CC(=O)Nc2ccc(S(=O)(=O)N(C)C)cc2)n1 returned 12-LOX inh -12%, ERG-DNA inh 18%, BAZ2B inh -24%, HP1b binding inh 22%, PI4K2A inh -2, JMJD2A Tudor inh -12%, GLS inh 0%, G9a block 2% and RGS4 inh 27%.
Screening Cc1cc(SCC#N)nc2ccccc12 returned 12-LOX inh -4%, ERG-DNA inh 7%, BAZ2B inh 6%, HP1b binding inh 48%[activator], PI4K2A inh -2, JMJD2A Tudor inh 10%, GLS inh 11% and RGS4 inh 23%.
Screening CCn1c(C(C#N)/C(=N\S(=O)(=O)c2cccs2)c2ccccc2)nc2ccccc21 (stereo unspecified) returned 12-LOX inh 8%, BAZ2B inh -22%, HP1b binding inh 12%, PI4K2A inh -3, JMJD2A Tudor inh -22%, GLS inh 29%, G9a block -14%[12.7 µM] and RGS4 inh 14%.
COc1cccc(CNC(=O)CN2N=C(c3ccc(C)cc3)CCC2=O)c1 was read as 12-LOX inh -7%, ERG-DNA inh -1%, BAZ2B inh -31%, HP1b binding inh -1%, PI4K2A inh 0, JMJD2A Tudor inh -22%, GLS inh -2%, G9a block -15%[59 µM] and RGS4 inh 20%.
`CNC(=O)CCc1ccc(OC)cc1` gave 12-LOX inh 7%, ERG-DNA inh 0%, BAZ2B inh 2%, HP1b binding inh 27%, PI4K2A inh -5, JMJD2A Tudor inh -15%, GLS inh 2%, G9a block -6% and RGS4 inh -4%.
`CN1C(C)(C)CCCC1(C)C` gave 12-LOX inh -24%, ERG-DNA inh -4%, BAZ2B inh -19%, HP1b binding inh 3%, PI4K2A inh -2&-3, JMJD2A Tudor inh inconclusive, GLS inh 2%&0%, G9a block -46%[59 µM] and RGS4 inh -12%.
Screening Cn1cnc(S(=O)(=O)N2CCC(C(=O)NCc3ccc(Cl)cc3)CC2)c1 returned 12-LOX inh -8%&-8%, ERG-DNA inh 0%, BAZ2B inh -7%, HP1b binding inh 30%, PI4K2A inh 7, JMJD2A Tudor inh -3%, GLS inh -7%, G9a block 10%[59 µM] and RGS4 inh -17%.
Screening Cc1cccc(-n2ncc3c(NNC(=O)c4ccco4)ncnc32)c1 returned 12-LOX inh 115%[activator], ERG-DNA inh 8%, BAZ2B inh -4%, HP1b binding inh 49%[activator], PI4K2A inh 6, JMJD2A Tudor inh -8%, GLS inh 15% and RGS4 inh -37%.
`COc1cccc(C(=O)N2CCC(C(=O)NCc3ccco3)CC2)c1` gave 12-LOX inh 18%, ERG-DNA inh 5%, BAZ2B inh 4%, HP1b binding inh 6%, PI4K2A inh 5, JMJD2A Tudor inh -15%, GLS inh 1%, G9a block 11% and RGS4 inh -1%.
CCNC(=S)NN(c1ccccc1)c1ccccc1 was read as 12-LOX inh inconclusive, ERG-DNA inh 13%, BAZ2B inh -8%, HP1b binding inh 21%, PI4K2A inh 2, JMJD2A Tudor inh -16%, GLS inh 20%, G9a block -15%[59 µM] and RGS4 inh -51%.
`Cc1ccc(C(=O)NNC(=O)CCN2C(=O)C3CCCCC3C2=O)cc1` (stereo unspecified) gave 12-LOX inh 16%, ERG-DNA inh 1%, BAZ2B inh 9%, HP1b binding inh 21%, PI4K2A inh -3, JMJD2A Tudor inh -14%, GLS inh 11%, G9a block 11%[59 µM] and RGS4 inh -9%.
For O=C(NCc1cccnc1)C1c2ccccc2C(=O)N1C1CCCCCC1 (stereo unspecified) the results were 12-LOX inh 19%, ERG-DNA inh 4%, BAZ2B inh 0%, HP1b binding inh 26%, PI4K2A inh 1, JMJD2A Tudor inh 2%, GLS inh -1%, G9a block -4% and RGS4 inh -15%.
For O=C(Oc1cccc2cccnc12)c1ccco1 the results were 12-LOX inh 493%[activator], ERG-DNA inh 3%, BAZ2B inh 71µM*, HP1b binding inh 28%, PI4K2A inh -2, JMJD2A Tudor inh -17%, GLS inh 8%, G9a block 26%[59 µM] and RGS4 inh 5%.
`O=[N+]([O-])/C(C(Cl)=C(Cl)Cl)=C1\Nc2ccccc2O1` gave 12-LOX inh 0%, ERG-DNA inh 5%, BAZ2B inh 50µM*, HP1b binding inh inconclusive, PI4K2A inh -22, JMJD2A Tudor inh 40µM*, GLS inh inconclusive, G9a block 35µM* and RGS4 inh -19%.
`Cc1ccc(-n2ncc(C(=O)NCCN3CCN(C)CC3)c2C2CCN(C(=O)OC(C)(C)C)CC2)cc1` gave 12-LOX inh -25%, ERG-DNA inh -9%, BAZ2B inh 8%[57.1 µM], HP1b binding inh -4%, PI4K2A inh 3, JMJD2A Tudor inh -26%, GLS inh 1%, G9a block -8%[59 µM] and RGS4 inh 6%.
Screening CCOC(=O)C1=C(C)OC(N)=C(C#N)C1c1ccc(OC)c(CSc2ccccn2)c1 (stereo unspecified) returned 12-LOX inh -19%, ERG-DNA inh -16%, BAZ2B inh inconclusive, HP1b binding inh 20%, PI4K2A inh 0, JMJD2A Tudor inh inconclusive, GLS inh 4%, G9a block 22µM* and RGS4 inh -9%.
`Cc1ccc(NCCC(=O)c2ccccc2)cc1Cl` gave 12-LOX inh 34%, ERG-DNA inh 5%, BAZ2B inh -8%, HP1b binding inh 26%, PI4K2A inh 0, JMJD2A Tudor inh 7%, GLS inh -4%, G9a block -17%[59 µM] and RGS4 inh -7%.
`CC(=O)c1ccc(NC(=O)CCc2nnc3ccc(N4CCC5(CC4)OCCO5)nn23)cc1` gave 12-LOX inh 4%, ERG-DNA inh -4%, BAZ2B inh inconclusive, HP1b binding inh 47%[activator], PI4K2A inh -2, JMJD2A Tudor inh -18%, GLS inh 0%, G9a block 12% and RGS4 inh 7%[11.4 µM].
`Cc1ccc(S(=O)(=O)N2CCCC(C(=O)NCCCN3CCCCC3C)C2)cc1` (stereo unspecified) gave 12-LOX inh 4%, ERG-DNA inh 6%, BAZ2B inh 6%, HP1b binding inh 19%, PI4K2A inh 0, JMJD2A Tudor inh -6%, GLS inh -5%, G9a block -11% and RGS4 inh -8%.
CC(C)[C@H](N)c1cn([C@@H](CO)C(=O)N2CCNCC2)nn1 was read as 12-LOX inh -1%, ERG-DNA inh 9%, BAZ2B inh inconclusive, HP1b binding inh 15%, PI4K2A inh -1, JMJD2A Tudor inh -31%, GLS inh -2%, G9a block 27%[2.33 µM] and RGS4 inh -8%.

Reprinted from the listing, 2 compounds:
`Cc1ccc(S(=O)(=O)N2CCCC(C(=O)NCCCN3CCCCC3C)C2)cc1` (stereo unspecified) gave 12-LOX inh 4%, ERG-DNA inh 6%, BAZ2B inh 6%, HP1b binding inh 19%, PI4K2A inh 0, JMJD2A Tudor inh -6%, GLS inh -5%, G9a block -11% and RGS4 inh -8%.
CC(C)[C@H](N)c1cn([C@@H](CO)C(=O)N2CCNCC2)nn1 was read as 12-LOX inh -1%, ERG-DNA inh 9%, BAZ2B inh inconclusive, HP1b binding inh 15%, PI4K2A inh -1, JMJD2A Tudor inh -31%, GLS inh -2%, G9a block 27%[2.33 µM] and RGS4 inh -8%.

Screening results (PubChem)

These rows are one share of the data. The share of hits here may be higher or lower than overall.
